# Compound activity: PubChem, several laboratories
# APP 5'UTR act – activators of APP 5'UTR luciferase reporter, primary screen, SH-SY5Y cells | SH-SY5Y APP 5'UTR luciferase reporter, luminescence; zero percent = DMSO vehicle wells | activation, % at 2 µM | 1% of 190,000 active;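 active = activation above a set limit, based on mean plus 3 SD of controls, cut at about 140% in these data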; also: values of inactives mirror those of a sister screen read the other way
# STAT1 act – STAT1 signaling activators, primary screen, cell-based, HTS, luciferase reporter; NIH 3T3 STAT1-luciferase reporter, IFN-gamma, luminescence; 100% = IFN-gamma alone, no compound; activation (% of control), % at 5.5 µM; 2.6% of 200,000 active; AID 932, 2007;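 active = activation above the screen-wide mean activation plus 3 SD, cut at about 130% in these data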;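 also: raw ratio to IFN-gamma control signal so 100% means no change and 0% no light; values of inactives mirror those of a sister screen read the other way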
# STAT3 inh – IL-6 driven STAT3 reporter inhibitors, primary screen, U3A cells, luciferase, luminescence, MLSCN library | IL-6 STAT3-luciferase reporter; host cell line lacks STAT1 | inhibition, % at 5.5 µM | 0.89% of 190,000 active | AID 862, 2007;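 active = inhibition above the mean inhibition across all screened compounds plus 3 SD, cut at about 44% in these data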;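 also: 0% = DMSO only wells and 100% = 100 µM nifuroxazide control wells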
# RAM inhibit – inhibitors of the yeast RAM network, primary screen, dse1pr::URA3 reporter, 5-FOA selection. inhibition, % at 50 µM. S. cerevisiae dse1pr::URA3 reporter, 5-FOA growth OD615, 2 d; analog-sensitive cbk1-as2 kinase mutant strain. 1.8% of 190,000 active. AID 868, 2007;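 active = inhibition above a set limit, 3 SD over mean compound inhibition, cut at about 8.4% in these data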;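 also: 0% = DMSO-only wells with no growth and 100% = 10 µM 1-NA-PP1 full growth; inhibition rescues growth on 5-FOA so higher OD means more RAM inhibition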
# STAT1 inh – STAT1 signaling inhibitors, primary screen, cell-based, HTS, luciferase reporter. NIH 3T3 STAT1-luciferase reporter, IFN-gamma, luminescence. inhibition, % at 5.5 µM. 0.35% of 200,000 active. AID 920, 2007;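 active = inhibition above a set limit, the mean inhibition across all tested compounds plus 3 SD, cut at about 34% in these data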;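 also: 0% = IFN-gamma with DMSO and 100% = IFN-gamma with 300 µM nifuroxazide; values of inactives mirror those of a sister screen read the other way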
# APP transl inh – inhibitors of APP translation via 5'UTR reporter, primary screen, APP 5'UTR luciferase, SH-SY5Y cells. SH-SY5Y APP 5'UTR-luciferase reporter, luminescence. AID 1285, 2008. 0.82% of 190,000 active. inhibition, % at 2 µM;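 active = inhibition above a set limit, derived from the sample mean plus 3 SD, cut at about 45% in these data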; also: values of inactives mirror those of a sister screen read the other way
# NF-kB neuron act – activators of NF-kB expression in neurons, primary screen, cell-based, HTS | human neuronal cells, NF-kB reporter expression; hits give high values | fold change at 12.5 µM | 1.6% of 190,000 active | AID 1239, 2008; in the data active = fold change above about 3.3
# FLuc inh counter – firefly luciferase enzyme inhibitors, primary screen, artefact control for luciferase-based inhibitor screens, biochemical, luminescence, ATPLite; Luciferin 4-monooxygenase (Photinus pyralis), P08659; 10 min; inhibition, % at 10 µM; 1.5% of 200,000 active;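 active = inhibition above about 50% when tested at 10 µM, limit read from the data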
# Target sequence (P08659 whole entry, looked up): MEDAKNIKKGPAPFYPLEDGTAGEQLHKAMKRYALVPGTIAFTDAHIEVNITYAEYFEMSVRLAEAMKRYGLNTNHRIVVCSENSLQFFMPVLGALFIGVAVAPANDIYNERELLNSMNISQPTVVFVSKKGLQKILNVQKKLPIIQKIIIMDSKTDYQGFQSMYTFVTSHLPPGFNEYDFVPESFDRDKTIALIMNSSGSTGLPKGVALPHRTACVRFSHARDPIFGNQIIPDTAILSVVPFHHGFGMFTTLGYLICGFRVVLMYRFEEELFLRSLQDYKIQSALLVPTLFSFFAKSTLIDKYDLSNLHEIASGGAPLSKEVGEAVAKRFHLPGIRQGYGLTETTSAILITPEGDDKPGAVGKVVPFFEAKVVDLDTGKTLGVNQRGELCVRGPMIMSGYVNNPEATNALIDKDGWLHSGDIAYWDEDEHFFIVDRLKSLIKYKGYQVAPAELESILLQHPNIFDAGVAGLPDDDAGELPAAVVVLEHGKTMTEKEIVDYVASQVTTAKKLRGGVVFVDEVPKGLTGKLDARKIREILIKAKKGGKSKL
# STAT3 activator – IL-6 driven STAT3 reporter potentiators, primary screen, U3A cells, luciferase, luminescence, MLSCN library; IL-6 STAT3-luciferase reporter; 100% = signal with IL-6 EC80 alone; activation (% of control), % at 5.6 µM; 0.91% of 190,000 active; AID 871, 2007;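 active = activation above the screen-wide mean of compound activation plus 3 SD, cut at about 130% in these data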;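 also: 0% = background luminescence of wells with medium and substrate only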
#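 Material: human U3A cells carrying STAT3-luciferase construct. Measured by: reporter luminescence signal. Timing: compound 1 h, then IL-6 6 h at 37 °C.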
# Hsp70 act – Hsp70 transcriptional activators, primary screen, cell-based, HeLa, Hsp70 promoter luciferase, luminescence, 10 µM. HeLa Hsp70 promoter luciferase reporter; scaled: vehicle 0, proteasome-inhibitor control 100%. AID 1203, 2008. 0.04% of 200,000 active. activation, % at 10 µM;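 active = activation above the mean across all tested compounds plus 3 SD, cutoff set per campaign, cut at about 5.5% in these data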;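 also: 100% = MG132 at 30 µM as the positive control and 0% = DMSO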
# Starred values were filed as active, the others as inactive; nt = not tested or not shown.
SMILES	RAM inhibit	STAT3 inh	APP 5'UTR act	STAT1 act	STAT3 activator	Hsp70 act	STAT1 inh	NF-kB neuron act	APP transl inh	FLuc inh counter
Cc1c(Nc2cc(N3CCCC(C)C3)c3nonc3c2[N+](=O)[O-])c(=O)n(-c2ccccc2)n1C (stereo unspecified)	8.7*	3	-7	102	104	-0.1	-3	0.99	7	-6
O=C(CC12CC3CC(C1)CC(CC(=O)N1CCCC1)(C3)C2)N1CCCC1	0.4	11	15	106	96	-0.1	-6	1.2	-15	-4
O=C(Nc1ccc(Cl)cc1)NC1CCS(=O)(=O)C1 (stereo unspecified)	-0.9	9	0	99	97	0.0	1	1	0	-4
O=C(CSC1CC(=O)N(CCc2ccccc2)C1=O)Nc1ccc(Br)cc1 (stereo unspecified)	2.0	-10	0	103	116	-0.1	-3	1.1	0	-3
COc1ccc(C(=O)Nc2cccc(/C(C)=N/NC(=O)c3ccc([N+](=O)[O-])cc3)c2)cc1OC	2.4	-5	-5	104	108	-0.1	-5	0.99	4	-3
O=C(COC(=O)C1(c2ccc(F)cc2)CCCC1)NC1CC1	-0.4	-7	-17	102	104	-0.5	-2	0.92	16	1
CC(=NC1CC1)C1=C(O)c2ccccc2C1=O	1.0	13	49	123	93	0.4	-25	1.9	-49	20
O=C1NC(=O)C(CC(=O)N(c2ccccc2)C2(C(=O)NC3CCCC3)CCCCC2)N1 (stereo unspecified)	0.9	5	-2	102	102	-0.2	-2	1.2	2	-9
COc1ccc2c(c1)c(=O)oc1c(C)c3occ(C)c3cc12	nt	13	-6	99	89	0.5	1	nt	6	nt
CCOC(=O)Nc1sc(=S)n(C)c1C	-0.1	10	-5	102	95	-0.3	-2	1.4	5	1
O=C(Nc1nccs1)c1ccc(-c2ccc(F)cc2)o1	0.1	19	157*	129*	86	0.4	-33	3.1	-157	78*
COc1ccc(C(C)(C)C)cc1S(=O)(=O)n1ccnc1C	-0.9	18	2	92	91	-0.1	9	0.86	-2	-2
C=CCSc1nnc(Cn2c(=O)sc3ccccc32)n1C	0.2	2	13	86	99	0.2	16	0.87	-13	-5
O=C(CSc1nnc(-c2cccs2)n1-c1ccccc1)N1CCc2ccccc21	nt	7	24	99	98	-0.3	2	nt	-24	nt
COc1ccc2[nH]c(=O)c(CNc3ccc(C)c(C)c3)cc2c1	-0.2	-30	-18	101	125	-0.1	-1	0.7	18	-7
CC(C)(C)NC(=O)/C(=C\C=C\c1ccccc1)NC(=O)c1ccc([N+](=O)[O-])cc1	2.5	2	-5	93	97	-0.1	7	0.94	5	-5
CC(=O)N(CC(=O)Nc1sc(C)c(C)c1C(N)=O)Cc1ccccc1	0.4	-4	-2	100	108	-0.3	-1	1.2	2	0
OCC1(C2=NOC(O)(C(F)(F)F)C2)CCCCC1 (stereo unspecified)	1.1	11	-7	104	97	-0.5	-5	1.3	7	-1
COCCn1c(-c2ccccc2)cnc1N	0.1	-1	30	99	104	-0.2	1	0.98	-30	-4
CCn1c(SCc2ccc(OC)cc2)nnc1-c1ccncc1	-0.7	8	17	103	97	-0.3	-3	1.1	-17	0
Fc1cccc2sc(N3CCOCC3)nc12	0.0	7	8	110	97	-0.4	-11	1.3	-8	2
O=C(CNCC1CCCO1)Nc1ccc(N2CCCCCC2)cc1 (stereo unspecified)	1.5	0	49	109	106	-0.2	-11	1	-20	6
Cc1ccc(C(=O)CCNc2ccc(Br)cc2)o1	0.6	-4	31	115	105	-0.1	-16	1.3	-31	-1
O=C(NC(=S)NCc1cccnc1)c1cccc2ccccc12	-0.7	-26	6	90	129	0.4	10	0.89	-6	-5
CSc1nc2ncc3c(n2n1)CC1c2ccccc2CCN1C3=O (stereo unspecified)	2.6	21	-10	109	91	0.8	-10	0.34	10	-9
CCn1c(SCC(=O)N/N=C/C(C)=C/c2ccco2)nnc1-c1ccccc1	-0.1	5	22	107	100	-0.1	-8	1.2	-22	5
O=C(CC(c1ccccc1)c1ccco1)Nc1nccs1 (stereo unspecified)	6.0	-4	0	88	107	-0.2	13	1	0	-3
Cc1oc(-c2cccc(Br)c2)[n+]([O-])c1C	1.1	14	19	107	94	0.0	-8	1.2	-19	3
CCc1cccc(C)c1N(C(=O)Cn1c(COC)nc2ccccc21)C(C)COC (stereo unspecified)	1.2	5	nt	95	102	-0.1	6	0.96	nt	-2
CCOc1ccc(/C=C/C(=O)Nc2ccc(OC)cc2[N+](=O)[O-])cc1	3.4	22	8	98	83	0.0	2	0.88	-8	-6
Cc1ccccc1-c1nc(CN2CCC(C(=O)NCC3CCCO3)CC2)c(C)o1 (stereo unspecified)	-1.2	9	12	105	101	-0.3	-6	1.2	-12	0
CC(Oc1ccccc1F)C(=O)NN (stereo unspecified)	1.5	-3	-11	98	101	-0.2	2	1.5	11	-6
CCOc1ccc(-c2nc(CCl)cs2)cc1	0.1	6	48	116	96	0.0	-17	3.8*	-48	70*
CCN(CC#CCC(O)(c1ccccc1)c1ccccc1)C(C)C	0.1	-8	8	104	107	-0.1	-4	1.2	-8	-4
C=CCn1c(SCC(=O)O)nnc1-c1cccs1	1.5	0	6	108	101	-0.5	-6	1.4	-6	-4
Cc1ccc(Nc2ccc(C(=O)N3CCCC3)cn2)c(C)c1	0.4	-4	2	94	102	-0.1	6	0.94	-2	-2
N#C/C(=C/c1cccc(C(F)(F)F)c1)c1nc(CCN2C(=O)c3ccccc3C2=O)cs1	5.3	5	12	101	105	0.0	-1	0.85	-12	-5
CN(C)CCNC(=S)Nc1ccccc1C(C)(C)C	-0.2	20	11	98	90	-0.2	2	1.4	-11	-8
CCN(CC)S(=O)(=O)c1ccc(/C(O)=C2/C(=O)C(=O)N(CCOC)C2c2ccccc2)cc1 (stereo unspecified)	2.2	6	-8	99	100	-0.4	2	1.1	8	-3
Cc1cc(NC(=O)c2noc3c2CCCCC3)nn1Cc1ccc(Cl)cc1	4.8	15	7	106	93	-0.3	-5	0.96	-7	3
CCOC(=O)c1ccc2c(c1)nc(COc1ccc(OC)cc1)n2CC	0.7	9	15	101	96	-0.2	-1	0.88	-15	-6
COc1ccc(OC)c(NS(=O)(=O)c2ccc3c(c2)n(C)c(=O)n3C)c1	0.0	-7	5	97	106	-0.2	3	0.96	-5	-11
Cc1ccc(NCc2nnc(SCC(N)=O)n2CCc2ccccc2)cc1	0.0	-2	-4	97	105	-0.2	3	1.1	4	-4
CCOC(=O)N/N=C/c1cc(OC)c(O)c(OC)c1	0.5	11	-10	96	97	0.0	4	1.3	10	-2
Cc1c([C@H]2[C@@H](CC#N)C2(C)C)c2ccccc2n1C	1.6	-2	23	111	105	-0.5	-12	1.3	-23	-8
Cc1ccc(C(=O)NCCSC2CCCCC2)cc1S(=O)(=O)Nc1ccccc1	11*	13	-6	102	94	0.0	-3	1.1	6	0
CCCCOC(=O)Nc1cccc(C(C)=O)c1	-1.5	12	20	108	94	0.1	-9	1.6	-20	4
COc1ccc(-c2csc(NC(=O)CSc3nc(C)cs3)n2)cc1	3.8	-2	23	128	103	-0.1	-33	2.2	-23	nt
Cc1ccccc1OCCNC(=O)c1ccc2ccccc2n1	1.6	-3	146*	141*	103	0.1	-47	1.4	-146	4
CC(C)OC(=O)CCCNc1ccc([N+](=O)[O-])cc1[N+](=O)[O-]	1.1	1	-9	96	102	-0.2	5	1.1	9	-9

# Continued.
SMILES	RAM inhibit	STAT3 inh	APP 5'UTR act	STAT1 act	STAT3 activator	Hsp70 act	STAT1 inh	NF-kB neuron act	APP transl inh	FLuc inh counter
Cc1noc(NS(=O)(=O)c2ccc(NC(=O)CSc3nnc4c(n3)[nH]c3ccccc34)cc2)c1C	8.0	-6	0	109	107	-0.1	-10	0.95	0	0
COc1cccc(CNC(=O)CSCc2cnn(-c3ccccc3)c2-n2cccc2)c1OC	3.2	-9	8	104	105	-0.5	-4	1.1	-8	-6
COCCn1c(=O)[nH]c(=O)c2c1nc(-c1ccc(-c3ccc(Cl)cc3[N+](=O)[O-])o1)n2Cc1ccccc1	5.9	-24	14	102	124	-0.3	-2	0.37	-14	-8
CCOC(=O)N1CCC(NC(=O)c2cc3c(-c4ccc(OC)c(OC)c4)nn(C)c3s2)CC1	6.4	14	-16	98	92	0.2	4	0.77	16	-2
CC(Oc1cccc2c1OC(C)(C)C2)C(=O)O (stereo unspecified)	0.5	-3	-67	102	105	-0.2	3	1.4	67*	-5
O=C1CCCc2c1[nH]c1ccc(Cl)cc21	0.4	18	9	95	88	-0.4	5	1.4	-9	-4
CC(OC(=O)c1cc2sccc2n1C)C(=O)NCc1ccco1 (stereo unspecified)	1.5	18	-2	93	90	-0.6	7	1	2	-4
CN1C(=O)COc2ccc(C(=O)c3oc4ccccc4c3-c3cnc4c(c3)COc3ccccc3-4)cc21	6.0	5	-11	91	98	0.3	5	0.76	11	-6
O=C(NNC(=O)c1cc2cc(Br)ccc2oc1=O)c1ccc(O)cc1O	1.9	8	11	104	100	0.1	-4	0.88	-11	1
COc1ccc(S(=O)(=O)N2CCC(C(=O)NCCC3=CCCCC3)CC2)cc1OC	0.3	-1	5	106	105	-0.3	-7	1.1	-5	-5
Cc1nn(Cc2ccccc2)c(Cl)c1C(=O)NCCc1ccc(Cl)cc1	6.5	-3	15	96	102	-0.2	4	1.9	-15	-3
O=C(Cc1c(O)c2ccccc2[nH]c1=O)NCc1ccc(F)cc1	1.8	6	20	96	98	-0.5	4	1	-20	0
CCc1ccc(Oc2cc(C)nc(N)n2)cc1	1.0	-5	77	132*	107	-0.3	-41	3.3*	-77	10
O=Cc1ccc(-c2ccc([N+](=O)[O-])cc2Cl)o1	1.1	19	-13	99	87	0.3	-1	1.1	13	-7
COCc1c(C(=O)OCC(=O)N2c3ccccc3NC(=O)C2(C)C)oc2ccccc12	1.7	1	-9	101	107	-0.3	-1	1.2	9	-2

# Fetched one by one from the list above (3):
SMILES	RAM inhibit	STAT3 inh	APP 5'UTR act	STAT1 act	STAT3 activator	Hsp70 act	STAT1 inh	NF-kB neuron act	APP transl inh	FLuc inh counter
Cc1nn(Cc2ccccc2)c(Cl)c1C(=O)NCCc1ccc(Cl)cc1	6.5	-3	15	96	102	-0.2	4	1.9	-15	-3
O=C(Cc1c(O)c2ccccc2[nH]c1=O)NCc1ccc(F)cc1	1.8	6	20	96	98	-0.5	4	1	-20	0
CCc1ccc(Oc2cc(C)nc(N)n2)cc1	1.0	-5	77	132*	107	-0.3	-41	3.3*	-77	10

# Outcome played no part in choosing rows; 7.7% or so of the library scored in one or more.
